UBC13 polyUb – inhibitors of human UBC13 polyubiquitin chain formation; P61088; inhibition, % at 20 µM; 0.47% of 330,000 active; TR-FRET; in the data active means inhibition above about 45%, passing the limit was not always enough
Target sequence (P61088 whole entry, looked up): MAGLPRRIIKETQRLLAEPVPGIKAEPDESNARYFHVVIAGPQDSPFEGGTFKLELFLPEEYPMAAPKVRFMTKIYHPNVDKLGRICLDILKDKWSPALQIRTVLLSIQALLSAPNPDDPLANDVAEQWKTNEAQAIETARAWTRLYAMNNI
Jurkat NFkB inh – lowers PMA/ionomycin-induced NF-kB signal in Jurkat cells. PMA/ionomycin-induced NF-kB luciferase reporter, luminescence. inhibition, % at 4 µM. 0.53% of 330,000 active. AID 435003
697 NFkB inh – lowers PMA/ionomycin-induced NF-kB signal in 697 B cells | AID 435022 | 0.33% of 330,000 active | 697 B-cell NF-kB luciferase reporter, 16 h | inhibition, % at 4 µM; in the data active means inhibition above about 35%
Apaf1 inhib – human Apaf-1 inhibition; AID 489030; reconstituted apoptosome caspase-3 activity, DEVD-Rh110 fluorescence; O14727; 0.71% of 330,000 active; inhibition, % at 20 µM; active means inhibition of at least 40% at 20 µM;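 further: plate controls were DMSO wells for no effect and DEVD-CHO caspase inhibitor wells for full effect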
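Assay system – apoptosome proteins · Medium – Hepes buffer, pH 7.5 · Also added – cytochrome c with DEVD-Rh110 · Timing – 30 min compound preincubation, 50 min activation, room temperature · Detection – Rh110 fluorescence, excitation 480 nm, emission 540 nm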
EBI2 antag – EBI2 (human) antagonism. P32249. EBI2 beta-arrestin recruitment, luminescence, 7a,25-OHC stimulated. inhibition, % at 5 µM. 0.81% of 360,000 active. AID 651636; in the data active means inhibition above about 38%;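 further: enzyme fragment complementation signal reports receptor beta-arrestin coupling in cells; 0% = agonist plus DMSO wells and 100% = wells without agonist; some results beyond the cut were filed as inactive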
Gli-Sufu block – Gli-Sufu pathway antagonism; AID 588413; Sufu-KO-LIGHT fibroblasts, Gli luciferase reporter luminescence; 0.74% of 340,000 active; inhibition, % at 5 µM;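 active means inhibition above about 55%, limit read from the data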;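 further: 0% = DMSO-treated cells and 100% = wells with medium but no cells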
SENP8 inh – SENP8 protease inhibition; purified SENP8, Z-RLRGG-aminoluciferin cleavage, luminescence; Q96LD8; 1.2% of 330,000 active; inhibition, % at 10 µM
Target sequence (Q96LD8 whole entry, looked up): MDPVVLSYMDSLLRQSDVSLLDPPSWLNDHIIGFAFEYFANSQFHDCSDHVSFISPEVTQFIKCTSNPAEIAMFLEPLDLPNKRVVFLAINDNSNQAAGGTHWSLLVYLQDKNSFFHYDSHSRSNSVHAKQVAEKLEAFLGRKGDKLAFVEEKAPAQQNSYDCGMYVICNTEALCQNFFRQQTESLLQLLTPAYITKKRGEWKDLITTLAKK
CCR6 antagonist – antagonists of human CCR6 receptor | inhibition, % at 20 µM | P51684 | CHO-K1 CCR6 PathHunter beta-arrestin, luminescence, CCL20-stimulated | 0.49% of 340,000 active;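 active means compounds whose inhibition of the agonist-driven luminescence signal at 20 µM reaches about 50%, limit read from the data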;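 further: cells stimulated with CCL20 at 14 nM final; plate controls were DMSO with CCL20 for no effect and DMSO without agonist for full effect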
Target sequence (P51684 whole entry, looked up): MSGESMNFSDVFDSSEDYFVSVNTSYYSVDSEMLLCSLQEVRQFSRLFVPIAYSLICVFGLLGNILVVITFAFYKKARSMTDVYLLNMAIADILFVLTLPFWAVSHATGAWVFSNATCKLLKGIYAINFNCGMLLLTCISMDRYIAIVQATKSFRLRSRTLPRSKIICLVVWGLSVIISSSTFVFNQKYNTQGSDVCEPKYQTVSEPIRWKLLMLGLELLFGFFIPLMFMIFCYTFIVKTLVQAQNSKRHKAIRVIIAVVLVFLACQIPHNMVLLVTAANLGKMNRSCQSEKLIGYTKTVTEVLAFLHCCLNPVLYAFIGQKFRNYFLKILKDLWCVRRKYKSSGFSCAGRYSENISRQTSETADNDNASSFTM
* marks the source's active call; other numbers are inactive results; i = inactive; nt = no result given. Unless noted, no stated cut-off is given here; in the data, active means inhibition above about 50%; inactive means the rest. Some of the compounds tested; count on the stated rates, not on these rows.

entry	SMILES	UBC13 polyUb	Jurkat NFkB inh	697 NFkB inh	Apaf1 inhib	EBI2 antag	Gli-Sufu block	SENP8 inh	CCR6 antagonist
1	O=C(/C=C/c1cccc(F)c1)NCc1ccc2c(c1)OCO2	0.4	-10.7	0.0	3.2	10.6	12.9	-11.0	20.8
2	N#C/C(=C\c1cn(Cc2ccc(C#N)cc2)c2ccccc12)C(=O)NCc1cccs1	-3.4	-6.9	34.6	4.5	9.1	-8.8	-9.3	-18.4
3	N#Cc1nc(-c2ccco2)oc1NCCCn1ccnc1	2.7	13.0	12.9	-8.2	-8.0	-4.4	6.1	-11.6
4	CC1CN(c2nc(-c3ccccc3)nnc2-c2ccccc2)CC(C)O1 (stereo not given)	-3.4	-11.5	-35.7	14.6	-4.1	-1.2	5.8	8.7
5	COc1ccc(C(CNC(=O)c2ccc(NS(=O)(=O)c3ccccc3)cc2)N2CCOCC2)cc1 (stereo not given)	-8.3	4.2	5.5	-0.8	4.5	4.7	-5.7	12.6
6	COc1cc(OC)cc(C(=O)N[C@H](C(=O)NCc2ccc(F)cc2)C(C)C)c1	4.5	-2.8	10.7	4.6	-2.6	5.4	-2.0	12.4
7	COc1ccc(/C=N/NC(=O)Cn2ccnc2C)cc1OC	-0.6	-18.3	-15.6	5.7	-0.1	8.5	5.6	-7.7
8	CC(=O)Nc1cc(C(=O)N2CCCC2)ccc1S(=O)(=O)c1ccc(Cl)cc1	9.7	21.1	14.9	-21.4	-4.4	-3.8	-1.3	-5.5
9	COC(=O)c1cc(NC(=O)c2cc(C)oc2C)cc(C(=O)OC)c1	6.0	10.2	15.5	7.9	3.8	10.7	-3.8	-0.2
10	C=CCN=c1sc(C(=O)OC)cc(=O)n1CC=C	-12.4	-8.5	-3.0	-3.2	14.2	2.8	-9.7	5.0
11	Cc1ccc(CN(C)c2ccc(S(=O)(=O)N3CCCC3)cn2)cc1	6.4	-0.7	-17.2	32.1	-3.0	-3.6	-15.0	5.7
12	O=C(Nc1ccccc1Br)C1CCN(C(=O)Cc2ccccc2)CC1	4.0	-7.2	-16.8	-14.4	-6.4	4.8	0.0	-6.6
13	COCCN1CCN(C(=O)c2cc(COc3ccc(F)cc3F)on2)CC1	6.7	3.8	-28.7	-0.8	-2.2	-3.5	4.9	-6.7
14	Cc1cccc(N2CCN(C(=O)c3cccc(N4CCCC4=O)c3)C(C)C2)c1 (stereo not given)	2.8	55.8*	-14.4	0.5	-1.1	6.2	-4.3	6.0
15	COc1cccc(CNS(=O)(=O)c2ccc(N3CCCC3=O)cc2)c1	-6.8	-2.6	-21.9	2.1	4.0	3.3	-6.8	8.1
16	COC(=O)c1sccc1-n1cccc1C(=O)C(=O)N1CCOCC1	-8.2	3.4	-1.4	7.4	0.2	-1.8	-8.4	3.8
17	Cc1ccc(/C=C/S(=O)(=O)NCCC(=O)NCc2ccc(F)cc2)cc1	1.0	4.4	19.1	-9.9	12.0	2.8	3.6	6.2
18	Nc1nc(SCC(=O)NCCCO)nc2sc3c(c12)CCC3	2.6	8.6	3.6	-3.9	-3.8	0.8	-6.4	-7.8
19	COc1ccc(NC(=O)NNC(=O)CCC(=O)Nc2ccccc2Cl)cc1	1.6	5.8	16.4	-18.3	-9.3	-5.4	5.1	12.4
20	C[C@H](CO)N1C[C@H](C)[C@@H](CN(C)C(=O)Nc2ccc(C(F)(F)F)cc2)Oc2c(NC(=O)Nc3ccc(C(F)(F)F)cc3)cccc2C1=O	24.0	8.8	26.4	23.3	43.2*	1.7	-4.7	-10.7
21	CCOC(=O)[C@H]1[C@H]2COc3ccc(OC)cc3[C@@H]2N2C(=O)CN(Cc3ccccc3)C(=O)[C@@]12C	5.4	-14.3	-7.2	3.7	-0.3	3.5	-6.8	12.9
22	S=c1nc(-c2ccccc2Br)[nH][nH]1	6.2	-11.1	4.8	-3.1	-13.3	-6.4	-1.8	-1.2
23	COc1ccccc1NS(=O)(=O)c1ccc2oc(SC(C)C(=O)N3CCNC3=O)nc2c1 (stereo not given)	1.0	-14.8	-13.9	5.5	-9.6	5.4	0.3	4.2
24	COc1ccc(/C=C2\Oc3cc(OCC(=O)N4CCC[C@H]4C(=O)O)ccc3C2=O)cc1OC	-16.9	3.0	-6.7	-9.0	-2.1	-1.8	-9.3	-0.3
25	C#CCn1c(S(=O)(=O)Cc2ccc(F)cc2)nc(-c2ccccc2)c1-c1ccccc1	3.8	-83.9	i	3.3	42.2	8.0	-0.4	18.9

Copied from above, compounds 24 to 25
entry	SMILES	UBC13 polyUb	Jurkat NFkB inh	697 NFkB inh	Apaf1 inhib	EBI2 antag	Gli-Sufu block	SENP8 inh	CCR6 antagonist
24	COc1ccc(/C=C2\Oc3cc(OCC(=O)N4CCC[C@H]4C(=O)O)ccc3C2=O)cc1OC	-16.9	3.0	-6.7	-9.0	-2.1	-1.8	-9.3	-0.3
25	C#CCn1c(S(=O)(=O)Cc2ccc(F)cc2)nc(-c2ccccc2)c1-c1ccccc1	3.8	-83.9	i	3.3	42.2	8.0	-0.4	18.9

Back to the main list, repeating the four entries before the break.
entry	SMILES	UBC13 polyUb	Jurkat NFkB inh	697 NFkB inh	Apaf1 inhib	EBI2 antag	Gli-Sufu block	SENP8 inh	CCR6 antagonist
22	S=c1nc(-c2ccccc2Br)[nH][nH]1	6.2	-11.1	4.8	-3.1	-13.3	-6.4	-1.8	-1.2
23	COc1ccccc1NS(=O)(=O)c1ccc2oc(SC(C)C(=O)N3CCNC3=O)nc2c1 (stereo not given)	1.0	-14.8	-13.9	5.5	-9.6	5.4	0.3	4.2
24	COc1ccc(/C=C2\Oc3cc(OCC(=O)N4CCC[C@H]4C(=O)O)ccc3C2=O)cc1OC	-16.9	3.0	-6.7	-9.0	-2.1	-1.8	-9.3	-0.3
25	C#CCn1c(S(=O)(=O)Cc2ccc(F)cc2)nc(-c2ccccc2)c1-c1ccccc1	3.8	-83.9	i	3.3	42.2	8.0	-0.4	18.9
26	COCCCNc1nc2c(c(=O)n(Cc3ccc(F)cc3)c(=O)n2C)n1C	3.5	-25.5	3.1	-1.0	-3.3	5.2	6.5	10.6
27	CN(C)/C=N/C(=S)Nc1cc(Cl)cc(Cl)c1	28.6	18.8	9.6	1.7	-11.7	2.6	-2.3	-6.2
28	Cc1ccc(-c2[nH]c(-c3ccccc3)nc2SCC(=O)NCC2CCCO2)cc1 (stereo not given)	-5.4	-5.9	-4.8	6.0	-1.4	4.9	-11.8	11.7
29	COc1ccc(-c2nn(CCC#N)cc2/C=N/O)cc1OC	9.8	14.9	13.1	-3.3	-4.4	-2.7	7.0	6.0
30	CCN(CC)C(=O)CSc1nnc(COc2ccccc2)n1N	3.2	5.8	8.3	-14.6	-17.5	-11.6	2.7	-5.4
31	Cc1ccc(C(=O)C2CCN(CC(=O)Nc3ccc(N(C)C)cc3)CC2)cc1	4.5	16.2	28.7	-6.4	19.5	11.1	2.4	-7.2
32	OCCC1CN(Cc2cccc3nonc23)CCN1C1CCCCC1 (stereo not given)	-2.6	-2.2	-1.5	-8.5	-2.9	-1.6	2.3	2.6
33	CSc1ccccc1OCc1cc(C(=O)NCCCn2nc(C)cc2C)no1	-6.1	6.6	-18.1	9.9	8.8	2.1	-3.0	27.0
34	CC(=O)c1c(C)c[nH]c1C	-4.2	7.5	-5.2	-2.3	-1.3	-3.6	-4.5	-4.8
35	Cc1c(C(=O)N2CCC[C@H]2CO)oc2c(F)cccc12	1.6	-35.6	-40.5	-3.4	-9.1	nt	3.7	-1.6
36	O=C(COc1ccc(S(=O)(=O)N2CCCC2)cc1Cl)NC1CCCC1	-8.1	-2.8	14.4	8.4	-6.4	3.4	-6.3	-6.1
37	COc1ccc(CC(=O)NCc2nnc(SCCOc3ccccc3)n2C)cc1	2.2	-1.9	-1.6	13.1	5.9	-1.9	-0.6	2.8
38	COc1ccccc1N1CCN(C(=O)CCCC2=NS(=O)(=O)c3ccccc3N2)CC1	0.2	-6.0	-5.0	1.6	-3.0	3.3	-12.2	-8.1
39	COc1cc(/C=C/C(=O)OCC(=O)NC(=O)NC2CCCC2)ccc1OCC#N	3.4	7.9	10.0	6.6	-5.7	-3.2	-2.1	3.9
40	Cc1ccc(C(C(=O)NCC2CCCO2)N(Cc2ccccc2)C(=O)c2ccc(-c3ccccc3)[nH]2)o1 (stereo not given)	5.9	11.8	-7.0	27.7	4.5	20.2	8.6	12.6
41	COc1ccc(CCNC(=O)C2CC2)cc1OC	-7.3	-11.8	-0.1	-4.4	2.5	4.8	-4.4	0.9
42	C[C@H]1CC[C@]2(O[C@@H](CCO)C[C@@H](O)[C@@H]2O)O1	2.3	3.1	3.3	-6.6	-7.5	-18.5	0.1	-9.2
43	C=C1CCN([C@@H](Cc2ccccc2)C(=O)Nc2ccc(OC)cc2)S(=O)(=O)c2ccccc21	9.3	-4.2	4.1	2.0	11.9	-0.8	8.1	5.2
44	COc1ccc2[nH]c(C(=O)NCc3ccccc3)c(C)c2c1	11.3	-24.9	-28.7	-2.1	17.2	13.8	4.2	3.3
45	CNC(=O)c1cc(Nc2nnc(C)c3ccccc23)ccc1OC	4.4	-1.1	26.6	-5.8	5.1	2.4	-9.0	1.0
46	Cc1ccc(SCCC(=O)NCc2ccccn2)cc1	6.6	-15.2	7.8	-6.5	0.3	-0.4	-2.8	5.0
47	CC(C)(C)C(=O)Nc1nnc(SCC(=O)NC2CCCCC2)s1	3.8	-29.6	5.1	8.7	3.0	-15.5	3.3	-2.8
48	O=c1c2c(-c3ccccc3)csc2ncn1/N=C/c1cccc([N+](=O)[O-])c1O	-20.4	11.7	18.1	2.8	9.3	0.1	2.3	39.7
49	Cc1ccc(S(=O)(=O)CCC(=O)OC(C)C(=O)Nc2ccc(N3CCOCC3)cc2)cc1 (stereo not given)	5.9	5.3	15.9	-10.4	0.5	-7.7	5.1	-5.5
50	COc1ccc(CC(=O)OC(C)CN2CCOCC2)cc1 (stereo not given)	1.7	-11.1	-1.9	-8.7	-0.7	-4.3	-0.7	4.0
51	Cc1noc(C)c1S(=O)(=O)Nc1ccc(C(=O)NCCc2ccccc2)cc1	-0.3	-3.6	8.0	1.7	-16.9	38.5	5.9	3.2
52	COc1cc(OC)c(C(=O)OCN2C(=O)c3ccccc3C2=O)cc1OC	0.4	9.8	17.5	-3.0	-1.4	-17.1	3.6	9.5
53	CC(C)(C)c1ccc(NC(=O)CON=C(N)c2ccccc2)cc1	-1.3	-11.8	-11.4	15.1	0.2	-0.8	-3.0	-13.8
54	COc1cccc(C(=O)NCCS(=O)(=O)NCc2cccs2)c1	3.1	-1.0	-6.0	6.6	-13.7	-2.3	-10.4	11.8
55	Cn1c(=O)c2ccccc2n(CC(=O)NC2CCCCC2)c1=O	5.2	10.5	2.5	-3.3	-0.2	49.2	10.5	13.7
56	CC(C)(C)OC(=O)CC1(C#N)c2ccccc2C(Br)=CN1C(=O)c1ccccc1 (stereo not given)	20.1	18.5	17.7	9.3	12.7	17.3	4.9	23.1
57	Cc1cc(C)cc(NS(=O)(=O)Cc2ccccc2)c1	-0.8	-8.4	2.5	9.7	-4.8	20.3	-4.9	9.2
58	COc1ccc(/C=N/Nc2nnc(-c3ncc[nH]3)c3ccccc23)cc1	-18.3	-71.4	-6.8	-2.0	7.0	-34.9	-8.5	-5.6
59	CCOc1ccc(NC(=O)CSc2nnc(C)n2Cc2ccccc2)cc1	4.4	10.5	-1.2	-1.9	-9.9	-1.6	6.4	-0.4
60	Cc1ccccc1C(=O)N1CCC(C(=O)Nc2ccc3c(c2)OCO3)CC1	-4.0	-8.0	-1.6	14.3	-4.3	0.2	-5.4	6.7
61	CCN(CC)C(=O)c1csc(Nc2ccc(C)cc2)n1	5.0	-16.6	1.8	-6.1	32.9	7.7	2.8	2.1
62	Cc1c(Cl)cccc1NC(=O)CNC(=O)c1ccc(F)cc1	-8.7	-68.1	-99.3	4.9	-4.8	9.2	-9.3	1.0
63	O=C(N/N=C/c1cccc([N+](=O)[O-])c1)c1cc2ccccc2o1	-15.7	-5.4	-19.9	-6.6	1.4	-11.5	-9.8	1.6
64	Cc1cccc2c1cnn2C(=O)CCC(=O)NC1CCCCC1	9.8	9.9	-4.4	6.7	0.6	0.6	4.7	8.0

Screening data: PubChem, Sanford-Burnham Center for Chemical Genomics
